Screens from PubChem.
Calpain2 inh: inhibitors of pig calpain II, primary screen, biochemical, fluorogenic peptide substrate, 1536-well. purified calpain II, 30 min. AID 1236, 2008. actives 0.37% (n = 220,000). inhibition, % at 16 µM;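 active = inhibition above about 50%, limit read from the data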
EBV gp42 inh: Epstein-Barr virus gp42 inhibitors, primary screen, biochemical, uHTS, fluorescence polarization | inhibition, % (tested at 21.74 µM) | Glycoprotein 42 (Epstein-Barr virus (strain AG876)), Q1HVG2 | AID 1085, 2008 | actives 0.42% (n = 220,000) | Fluorescence polarization binding assay, mP read-out; in the data active = inhibition above about 50%
eIF4E 4G PPI: eIF4E–eIF4G protein interaction inhibitors, primary screen, biochemical, uHTS, TR-FRET, eIF4GI fragment; Eukaryotic translation initiation factor 4E (Mus musculus) + Eukaryotic translation …; TR-FRET eIF4E-eIF4GI(517-606) binding, 2 h; inhibition, % at 21.7 µM; actives 0.37% (n = 220,000); AID 782, 2007;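 active = inhibition above about 30%, limit read from the data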;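 note: 0% = full FRET control wells and 100% = background wells lacking eIF4GI fragment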
L929 necroptosis: inhibitors of zVAD-triggered necroptosis, primary screen, L929 cells. L929 zVAD necroptosis rescue, ATP luminescence, 24 h; with zVAD 60 µM. viability rescue, % at 10 µM. actives 0.38% (n = 220,000);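 active = activation, scaled between plate controls, above about 75%, limit read from the data; inactive = activation under that limit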;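 note: 0% = zVAD with DMSO and 100% = DMSO alone without zVAD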
PERK inhibitor: block of dimerizer-induced PERK translation repression, primary screen, PERK inhibitor project, CHO PERK-DD cells, SEAP luminescence, HTS; CHO PERK-DD fusion, SEAP luminescence translation reporter; actives 0.17% (n = 220,000); inhibition, % at 5.6 µM;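 active = inhibition above the mean inhibition of all tested compounds plus 3 SD, set separately per screening campaign, cut at about 2.9% in these data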;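 note: PERK kinase domain activated by AP20187 dimerizer at 100 nM; 0% = DMSO with dimerizer and 100% = rapamycin at 8.4 µM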
MDM2 E3 inh: MDM2-luciferase reporter signal enhancers, primary screen, MDM2 E3 ligase inhibitor project, cell-based, luminescence, 1536-well. cell-based MDM2 ubiquitination luciferase reporter, 2 h; 0 = plate control, 100 = twice control, blank-subtracted. actives 0.11% (n = 210,000). signal enhancement, % at 5 µM. AID 1230, 2008;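 active = signal enhancement of 30% or more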;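 note: luminescence tracks abundance of the self-degrading MDM2-luciferase fusion protein; higher signal means inhibition of MDM2 E3 ligase activity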
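Assay system: stable mammalian line carrying autodegrading MDM2–luciferase fusion reporter; Input: 2000 cells in each well; Compound dosing: single-point 5 µM; Schedule: 2 h compound exposure at 37 °C; Signal: SteadyLite luciferase luminescence after 15 min room-temperature reagent incubation; Evaluation: % luminescence enhancement versus blank-corrected plate control mean; Benchmarks: plate controls and plate blanks.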
Rad51 HR inh: human RAD51 strand exchange inhibitors, primary screen, biochemical, fluorescence | DNA repair protein RAD51 homolog 1 (Homo sapiens), Q06609 | actives 0.085% (n = 200,000) | hRad51 DNA strand exchange, fluorescence dequenching | inhibition, % at 10 µM;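 active = inhibition above 40% at the single screening dose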;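 note: 0% = DMSO control wells and 100% = blanks with heterologous ssDNA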
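material = hRad51 filaments on single-stranded DNA | reagent = Donor/quencher-labelled 47-bp dsDNA substrate | compound = 10 µM final, single point | schedule = strand-exchange reaction 15 min at room temperature | measured by = fluorescein emission 520 nm, excitation 485 nm | read-out basis = % inhibition versus plate control and blank means | benchmarks = plate controls and plate blanks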
KCC2 mod: KCC2 cotransporter modulators, thallium flux, primary screen, cell-based, HEK293 KCC2, FluoZin-2 fluorescence, MLSMR; actives 2.2% (n = 190,000); B-score of Tl+ flux slope (higher = more flux/activation; lower = inhibition) at 10 µM; KCC2 cells, thallium flux FluoZin-2 fluorescence; AID 1456, 2008; Solute carrier family 12 member 5 (Homo sapiens), Q9H2X9;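 active = thallium flux slope and its plate-corrected score both differing from the plate sample mean at a set confidence after two filtering rounds, in either direction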;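 note: slope of fluorescence scaled to starting intensity during 10 to 20 s after thallium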
Target sequence (Q9H2X9 whole entry, looked up): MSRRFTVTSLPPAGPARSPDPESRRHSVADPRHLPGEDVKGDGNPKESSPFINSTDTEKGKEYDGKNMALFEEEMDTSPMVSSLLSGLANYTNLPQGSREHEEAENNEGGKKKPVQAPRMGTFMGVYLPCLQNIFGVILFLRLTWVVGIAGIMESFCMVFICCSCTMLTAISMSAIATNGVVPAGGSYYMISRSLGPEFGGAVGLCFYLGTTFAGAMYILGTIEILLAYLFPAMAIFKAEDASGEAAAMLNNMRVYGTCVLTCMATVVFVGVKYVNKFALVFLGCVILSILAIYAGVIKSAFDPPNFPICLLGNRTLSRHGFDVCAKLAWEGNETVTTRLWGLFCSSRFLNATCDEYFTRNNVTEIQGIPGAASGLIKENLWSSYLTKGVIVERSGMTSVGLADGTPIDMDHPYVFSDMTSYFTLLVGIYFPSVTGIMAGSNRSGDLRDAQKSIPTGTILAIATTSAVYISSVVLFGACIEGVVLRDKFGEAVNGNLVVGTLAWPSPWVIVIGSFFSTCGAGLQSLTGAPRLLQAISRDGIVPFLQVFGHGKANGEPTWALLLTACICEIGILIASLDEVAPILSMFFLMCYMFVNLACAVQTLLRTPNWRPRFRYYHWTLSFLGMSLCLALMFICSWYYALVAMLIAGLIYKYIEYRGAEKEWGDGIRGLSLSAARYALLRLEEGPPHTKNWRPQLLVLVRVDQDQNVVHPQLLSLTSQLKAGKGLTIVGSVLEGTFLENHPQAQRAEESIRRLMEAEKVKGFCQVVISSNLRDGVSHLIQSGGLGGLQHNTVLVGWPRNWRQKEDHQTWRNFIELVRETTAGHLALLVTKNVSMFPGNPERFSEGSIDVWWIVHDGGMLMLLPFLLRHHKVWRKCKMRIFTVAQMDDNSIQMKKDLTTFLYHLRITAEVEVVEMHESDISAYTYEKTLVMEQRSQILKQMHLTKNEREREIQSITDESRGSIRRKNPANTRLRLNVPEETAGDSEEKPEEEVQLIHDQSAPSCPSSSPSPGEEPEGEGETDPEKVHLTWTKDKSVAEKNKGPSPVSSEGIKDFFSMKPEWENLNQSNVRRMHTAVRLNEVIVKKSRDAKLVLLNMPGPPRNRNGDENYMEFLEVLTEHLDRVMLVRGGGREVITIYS
TNF death inh: inhibitors of TNF-alpha triggered necroptosis, primary screen, cell-based, Jurkat FADD-/-, single concentration; Jurkat FADD-/- TNF necroptosis rescue, ATP luminescence, 24 h; 0 = TNF only, 100 = no-TNF cells; activation (protection from cell death), % at 10 µM; actives 0.068% (n = 220,000);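 active = activation, meaning protection from cell death, of at least 50% relative to plate controls; inactive = activation below 50%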;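 note: necroptosis triggered by 40 ng/mL TNF-alpha added together with compound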
Starred values were filed as active, the others as inactive; . = no result given; [ ] = remark or other dose. Hits appear at their usual frequency; any-hit rate near 3.6%.

SMILES	Calpain2 inh	EBV gp42 inh	eIF4E 4G PPI	L929 necroptosis	PERK inhibitor	MDM2 E3 inh	Rad51 HR inh	KCC2 mod	TNF death inh
CC1=C(C(=O)OCc2ccccc2)C(c2cccnc2)n2ncnc2N1 (centres undefined)	-5	-12	-2	1.0	0.2	17	9	.	0.0
COc1ccc([N+](=O)[O-])cc1NC(=O)C1(c2ccccc2)CCOCC1	-20	9	3	-1.7	-0.4	0	-20	-0.1	-0.2
COc1ccc(OC)c(S(=O)(=O)N2CCNCC2)c1	-10	0	-10	0.6	1.2	.	.	0.47	0.4
CCOC(=O)N1CCC(n2c(=S)[nH]c3cc(OC)c(OC)cc3c2=O)CC1	-26	-23	5	-0.2	0.6	-19	-7	1.2	-2.2
CC1(C)C2CCC1(C)C(OC(=O)CSc1nc(N)cc(=O)[nH]1)C2 (centres undefined)	-6	-16	10	0.0	1.5	-19	9	-0.5	-0.4
Cc1ccc(CNC(=O)Cc2noc3ccccc23)cc1	24	6	-1	0.2	1.1	-31	.	-0.47	1.0
CC(C)COP(=O)(c1ccc(N(C)C)cc1)C(O)c1ccncc1 (centres undefined)	-45	-9	-3[fluorescence artefact?]	-0.3	0.5	-4	8	0.97	-2.4
O=C1C=CC(=O)N1CCCCCCN1C(=O)C=CC1=O	-19	-10	3	52	-0.2	-4	-5	-1	-16
CN1Cc2c(N3CCOCC3)nc3sc(C(=O)c4ccccc4)c(N)c3c2CC1(C)C	10	-10	8	2.0	-2.5	-12	10	-0.38	1.5
Cc1occc1C(=O)Nc1ccc(S(N)(=O)=O)cc1	-32	-14	2	1.0	-0.2	5	.	2.1	-2.8
O=[N+]([O-])c1cccc(-c2n[nH]c(=S)n2-c2ccc(Br)cc2)c1	8	-1	-4	1.6	-0.7	-1	-6	2.6	0.0
Cc1cc(C)nc(-n2nc(C)cc2NC(=O)c2cccc(S(=O)(=O)N3CCCCC3)c2)n1	-118	6	-6	-0.4	-0.2	-32	5	.	-6.5
CN(Cc1ccccc1)C(=O)N1CCOCC1	-7	-4	4	0.7	0.3	-8	22	0.74	11
CCC(OC(=O)c1ccco1)C(=O)NCc1ccc(C)cc1 (centres undefined)	16	-11	-7	-0.1	-0.7	-17	-2	-0.16	2.4
O=C(N/N=C/c1ccc([N+](=O)[O-])o1)c1cc2ccccc2o1	-4	-21	1	7.5	1.2	-12	-1	0.7	-7.9
COc1ccc(OC)c(C(=O)COC(=O)C2CC3CCCC(C2)C3=O)c1 (centres undefined)	17	-8	5[fluorescence artefact?]	-0.7	-1.7	-20	-11	-0.074	0.3
Cc1ccc(CC(=O)OCC(=O)NC2CCCC(C)C2C)cc1C (centres undefined)	-24	-3	2	0.0	-0.3	-7	3	-1	-0.9
O=C(c1cccnc1)N(Cc1ccccc1)c1ccccc1	-32	-11	1[fluorescence artefact?]	-0.3	0.0	-11	-3	.	-2.5
COc1ccc(Cn2c(C)c(C)c(C#N)c2NC(=O)Nc2cccc(Cl)c2)cc1	15	-7	2	0.0	1.5	-24	-1	0.4	0.9
COc1ccccc1C1=NOC(COc2ccc3c(C)cc(=O)oc3c2)C1 (centres undefined)	39	-4	2	-1.0	-1.2	-2	-7	-1.1	-19

Among those listed so far, 3 have a furan ring, fused or not.
SMILES	Calpain2 inh	EBV gp42 inh	eIF4E 4G PPI	L929 necroptosis	PERK inhibitor	MDM2 E3 inh	Rad51 HR inh	KCC2 mod	TNF death inh
Cc1occc1C(=O)Nc1ccc(S(N)(=O)=O)cc1	-32	-14	2	1.0	-0.2	5	.	2.1	-2.8
CCC(OC(=O)c1ccco1)C(=O)NCc1ccc(C)cc1 (centres undefined)	16	-11	-7	-0.1	-0.7	-17	-2	-0.16	2.4
O=C(N/N=C/c1ccc([N+](=O)[O-])o1)c1cc2ccccc2o1	-4	-21	1	7.5	1.2	-12	-1	0.7	-7.9

No new results follow: an excerpt of the list.
SMILES	Calpain2 inh	EBV gp42 inh	eIF4E 4G PPI	L929 necroptosis	PERK inhibitor	MDM2 E3 inh	Rad51 HR inh	KCC2 mod	TNF death inh
COc1ccc(Cn2c(C)c(C)c(C#N)c2NC(=O)Nc2cccc(Cl)c2)cc1	15	-7	2	0.0	1.5	-24	-1	0.4	0.9
COc1ccccc1C1=NOC(COc2ccc3c(C)cc(=O)oc3c2)C1 (centres undefined)	39	-4	2	-1.0	-1.2	-2	-7	-1.1	-19

(cont.)
SMILES	Calpain2 inh	EBV gp42 inh	eIF4E 4G PPI	L929 necroptosis	PERK inhibitor	MDM2 E3 inh	Rad51 HR inh	KCC2 mod	TNF death inh
COc1cc(CNc2ccc(N3CCOCC3)c(C(=O)O)c2)ccc1OCC(N)=O	-219	-23	-12	2.5	1.4	-3	-2	0.1	1.5
COc1ccc(OC)c2[nH]c(=O)c(CCNC(=O)C3CCCCC3)cc12	-9	-11	5	0.2	-1.5	-8	.	0.5	1.5
COc1ccc(NC(=O)c2ccc(-n3cccn3)nc2)c(OC)c1	-3	-11	-3	0.2	1.3	-7	4	-0.8	-3.3
Cc1cc2cc(CN(Cc3ccco3)C(=O)NCc3ccccc3)c(=O)[nH]c2cc1C	-19	-11	-2	0.0	-0.3	-1	1	-0.96	-1.1
COc1ccc(-c2ccc(CCC(=O)O)n2NC(N)=O)cc1	4	-10	-1	0.0	1.8	.	-25	.	-0.8
Cc1ccc(/C=C/C(=O)Nc2cc(C)on2)cc1	-24	-23	-6	0.8	0.9	-14	7	0.35	-2.0
CC(=O)C1=C(C)NC(SCC(=O)c2ccc(-c3ccccc3)cc2)=C(C#N)C1c1cccnc1 (centres undefined)	-34	-71	-75[fluorescence artefact?]	24	-1.1	5	-2	-1.4	-1.4
Cc1ccc(-n2c(O)c(C=Nc3ccc4c(c3)OCO4)c3ccccc3c2=O)cc1C	-132	-29	-18	-0.3	0.1	-17	.	.	-1.5
Nn1c(SCCOc2ccccc2)nnc1-c1cccnc1	0	-9	-3	0.1	0.5	-18	6	-0.11	1.9
CC(C)(CC(=O)O)CC(=O)Nc1cc(C(F)(F)F)cc(C(F)(F)F)c1	-21	-19	2	0.9	1.4	-7	.	-1.8	1.9
CC(C)N1CC23C=CC(O2)C(C(=O)OCc2ccccc2)C3C1=O (centres undefined)	17	-12	5	0.0	0.8	-20	-1	0.51	-0.1
COc1ccc(C(=O)N(CN2CCCC2=O)c2cc(C)on2)cc1OC	25	-6	-5[fluorescence artefact?]	0.7	0.6	-6	-7	-0.46	0.7
COC(=O)C(Cc1ccccc1)NC(=O)COc1ccc(C(C)(C)C)cc1 (centres undefined)	-2	1	3	0.0	0.3	-12	7	1	1.1
CC1Cc2ccccc2N1C(=O)COC(=O)c1c2c(nc3ccccc13)CCCCC2 (centres undefined)	9	-21	2	3.5	-1.0	.	.	-2	-1.6
COc1cc(NC(=O)c2ccc(S(=O)(=O)N(C)C)cc2)cc(OC)c1OC	10	13	-1[fluorescence artefact?]	0.1	-0.3	-10	-7	.	-0.2
COc1ccc(Br)cc1/C(C)=N/NC1=NCCN1	-24	-21	-13	-1.2	-1.1	-11	16	-1.2	-8.0
CCc1nc(NCCN2CCOCC2)c2oc3ccccc3c2n1	-14	-15	13	-0.3	-0.8	-25	-3	.	0.8
O=c1c(Cl)c(NC2CC2)cnn1-c1ccccc1	0	0	-1	-0.2	1.8	-7	-34	0.64	0.0
Cc1cc(C(=O)CSc2nc3ccccc3o2)c(C)n1C1CC1	10	-8	-2	-0.6	0.7	-6	3	-0.92	-4.1
CC(=O)c1cccc(OCC(=O)N2CCN(c3ccc(C(F)(F)F)cn3)CC2)c1	7	-8	0	1.0	-0.1	-6	-2	-0.99	0.1

Continued, starting with the last five of the part before.
SMILES	Calpain2 inh	EBV gp42 inh	eIF4E 4G PPI	L929 necroptosis	PERK inhibitor	MDM2 E3 inh	Rad51 HR inh	KCC2 mod	TNF death inh
COc1ccc(Br)cc1/C(C)=N/NC1=NCCN1	-24	-21	-13	-1.2	-1.1	-11	16	-1.2	-8.0
CCc1nc(NCCN2CCOCC2)c2oc3ccccc3c2n1	-14	-15	13	-0.3	-0.8	-25	-3	.	0.8
O=c1c(Cl)c(NC2CC2)cnn1-c1ccccc1	0	0	-1	-0.2	1.8	-7	-34	0.64	0.0
Cc1cc(C(=O)CSc2nc3ccccc3o2)c(C)n1C1CC1	10	-8	-2	-0.6	0.7	-6	3	-0.92	-4.1
CC(=O)c1cccc(OCC(=O)N2CCN(c3ccc(C(F)(F)F)cn3)CC2)c1	7	-8	0	1.0	-0.1	-6	-2	-0.99	0.1
O=C(CSc1ccc2nnc(-c3cccc(F)c3)n2n1)N1CCCc2ccccc21	-11	-7	3	-0.3	-0.5	-9	-3	-0.13	-1.8
COc1cccc(C2C3=C(CC(C)(C)CC3=O)OC(N)=C2[N+](=O)[O-])c1 (centres undefined)	14	0	0	0.2	0.1	-8	-8	-0.056	-0.5
c1ccc(Cc2nnc(N3CCOCC3)c3ccccc23)cc1	5	-5	-1	1.3	-0.4	-4	-4	-0.46	4.0
CCOC(=O)c1c(C)oc2c1c1c(c3ccccc32)OCN(CCCC(=O)O)C1	-18	3	-2	28	1.0	-10	1	1.1	-1.3
CN1CCC(N(C)C(=O)Cc2ccccc2[N+](=O)[O-])CC1	2	-18	3	0.7	1.3	.	.	-0.85	0.7
CCN(CC)S(=O)(=O)c1ccc(N2CCCC2)c(C(=O)Nc2ccc(OC)c(Cl)c2)c1	-48	3	4[fluorescence artefact?]	0.2	0.8	-9	1	-0.21	4.4

Random excerpt: 2 records from the list.
SMILES	Calpain2 inh	EBV gp42 inh	eIF4E 4G PPI	L929 necroptosis	PERK inhibitor	MDM2 E3 inh	Rad51 HR inh	KCC2 mod	TNF death inh
CN1CCC(N(C)C(=O)Cc2ccccc2[N+](=O)[O-])CC1	2	-18	3	0.7	1.3	.	.	-0.85	0.7
c1ccc(Cc2nnc(N3CCOCC3)c3ccccc23)cc1	5	-5	-1	1.3	-0.4	-4	-4	-0.46	4.0
